# GPR55 beta-arrestin – GPR55 agonists via beta-arrestin recruitment, primary screen, imaging, U2OS cells, beta-arrestin-GFP redistribution (AID 1961) | U2OS GPR55 beta-arrestin-GFP redistribution imaging; higher % means a stronger effect | one-dose activation, % at 10 µM; EC50 in µM for titrated hits | 290,000 compounds, 0.048% hits;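 active = activation above 40% with more than 50 cells counted in the well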;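 note: U2OS osteosarcoma cells stably expressing GPR55 and beta-arrestin-GFP; plate controls were DMSO negative control for no effect and LPI positive control for full effect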
# Siah-1 displacement – Siah-1 peptide-binding antagonists, primary screen, biochemical, fluorescence polarization, rhodamine-plectin, uHTS (AID 1817) | Siah-1 / rhodamine-plectin peptide fluorescence polarization; higher % means a stronger effect | one-dose displacement, % at 20 µM; IC50 in µM for titrated hits | 290,000 compounds, 0.02% hits;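 active = displacement of at least 50% at 20 µM, with a fluorescence ratio check between 0.3 and a set limit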;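 note: plate controls were Siah plus tracer with DMSO for no effect and tracer alone without Siah for full effect; strong numbers were not always called active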
# GPR35 arrestin U2OS – GPR35 antagonists blocking zaprinast-driven arrestin recruitment, primary screen, imaging, U2OS, beta-arrestin-GFP, zaprinast agonist (AID 2058); U2OS GPR35 beta-arrestin-GFP translocation imaging, zaprinast antagonism; higher % means a stronger effect; inhibition, % at 10 µM; hits with a dose series show IC50 in µM; 290,000 compounds, 0.052% hits;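 active = inhibition of at least 50% with at least 30 cells and total cytoplasm GFP at most 10,000,000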
# GPR55 LPI antagonism – GPR55 antagonists blocking LPI-driven arrestin recruitment, primary screen, imaging, U2OS, beta-arrestin-GFP, LPI agonist (AID 2013) | 290,000 compounds, 0.13% hits | inhibition, % at 10 µM; hits with a dose series show IC50 in µM | U2OS GPR55 beta-arrestin-GFP translocation imaging, LPI antagonism; higher % means a stronger effect;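 active = spots per cell inhibited over 60%, with over 100 cells counted and total cytoplasm intensity under 500,000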;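 note: U2OS cells stably carrying GPR55 and arrestin-GFP stimulated by 5 µM LPI near EC80; imaged beta-arrestin-GFP aggregate spots per cell after agonist stimulation; plate controls were LPI-stimulated DMSO wells for no effect and DMSO wells without LPI for full effect; some results filed as inactive read as strong as hits; confirmed hits need IC50 under 10 µM and bright autofluorescent wells are also inconclusive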
# UTI89 phage lysis – inhibition of K1F phage lysis, E. coli UTI89, bacterial capsule biogenesis inhibitors, alamar blue (AID 488966); E. coli UTI89 K1F phage lysis, alamar blue, 2 h; higher % means a stronger effect; inhibition, % at 100 µM, or IC50 in µM where a hit was titrated; 340,000 compounds, 0.02% hits;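 active = phage lysis inhibition, versus mean bacterial control, above a set limit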;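 note: capsule biogenesis inhibitors block K1F phage lysis so surviving cells raise fluorescence; higher fluorescence means more inhibition of phage lysis; actives were called in the ten point dose series up to 300 µM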
# NS5 inhibitors – Dengue-2 NS5 methyltransferase inhibitors, primary screen, biochemical, confirmation dose response (AID 588689); Dengue-2 NS5 methyltransferase capping enzyme assay, biochemical; higher % means a stronger effect; inhibition, % at 25 µM, or IC50 in µM where a hit was titrated; 340,000 compounds, 0.3% hits; in the data active = a potency from the dose series
# AID2073 – inhibitors of Mint1-CaV2.2 protein interaction, biochemical, HTRF (AID 2073) | HTRF protein-protein interaction, Mint1-CaV2.2; higher % means a stronger effect | inhibition, % at 20 µM, or IC50 in µM where a hit was titrated | 290,000 compounds, 0.19% hits; in the data active = inhibition mostly above about 51%, no sharp cut-off; note: some results filed as inactive read as strong as hits
# HIV fusion peptide – cell-free HIV fusion peptide-binding blockers – biochemical, uHTS, fluorescence dequenching, primary screen (AID 1986). cell-free peptide binding, fluorescence dequenching, 30 min; higher % means a stronger effect. 290,000 compounds, 0.3% hits. inhibition, % at 20 µM, or IC50 in µM where a hit was titrated; in the data active = inhibition mostly above about 52%, no sharp cut-off; inactive = mostly below about 76%; note: some results filed as inactive read as strong as hits
# NTR1 agonist – agonists of NTR1, primary screen, imaging, U2OS cells, beta-arrestin-GFP, high content (AID 493036); P30989; NTR1-U2OS beta-arrestin-GFP spot imaging, agonist mode; activation, % at 20 µM; 330,000 compounds, 0.17% hits;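 active = activation at or above 40% of the spot to cytoplasm intensity ratio, with at least 20 cells analyzed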;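 note: 0% = DMSO without peptide and 100% = 100 nM NTR1 peptide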
# Target sequence (P30989 whole entry, looked up): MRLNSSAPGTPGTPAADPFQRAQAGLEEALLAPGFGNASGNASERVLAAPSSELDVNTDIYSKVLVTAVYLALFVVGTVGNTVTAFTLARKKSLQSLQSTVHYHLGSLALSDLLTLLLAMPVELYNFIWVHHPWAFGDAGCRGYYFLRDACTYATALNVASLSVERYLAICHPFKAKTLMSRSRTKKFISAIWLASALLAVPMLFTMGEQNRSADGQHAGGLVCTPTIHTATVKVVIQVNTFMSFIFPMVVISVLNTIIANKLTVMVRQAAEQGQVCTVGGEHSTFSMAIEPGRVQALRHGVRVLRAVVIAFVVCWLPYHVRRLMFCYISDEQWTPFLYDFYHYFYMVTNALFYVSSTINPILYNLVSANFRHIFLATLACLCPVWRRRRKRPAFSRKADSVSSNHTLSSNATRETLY
# NTR1 agonist cell count 20 µM – also measured in NTR1 agonist; calls as there; cell count; measured here: cell count, cytotoxicity flag
# NS5 inhibitors pilot replicate – also measured in NS5 inhibitors; calls as there; inhibition, %; measured here: pilot screen replicate inhibition
# An asterisk follows results filed as active; / = not tested or not shown; [ ] = another dose, or the depositor's remark.
SMILES,GPR55 beta-arrestin,Siah-1 displacement,GPR35 arrestin U2OS,GPR55 LPI antagonism,UTI89 phage lysis,NS5 inhibitors,AID2073,HIV fusion peptide,NTR1 agonist,NTR1 agonist cell count 20 µM,others
O=C(CN1CCCc2ccccc21)NC(=O)NCc1ccco1,-0.2%,0%,-2%,-7%,0.3%,7%,10%,5.6%,0.9,81,NS5 inhibitors pilot replicate=-1.2
COc1ccccc1C(=O)NNC(=O)C(=O)NCc1ccccc1,2.1%,11%,5%,-5%,-0.4%,-2%,2%,-1.7%,3.4,51,
CC(C)(C)c1nc2scc(-c3ccc(Br)cc3)c2c(=O)o1,0.6%,7%,8%,-3%,-0.1%,-3%,18%,-0.9%,0.2,63,
CC1Cc2ccccc2N1C(=S)NC(=O)c1cccc(Br)c1 (configuration not stated),0.0%,-11%,8%,20%,0.3%[50 µM],2%,3%,4.4%,-0.4,49,
O=C(O)CC1=C(O)C(=O)N(c2ccccc2)C1c1ccc(Br)cc1 (configuration not stated),-0.1%,6%,2%,-10%,4.0%,1%,1%,14%,-0.1,42,
CCOc1ccccc1Oc1c(C)oc2cc(OC(=O)N3CCOCC3)ccc2c1=O,-0.1%,-2%,-15%,-6%,-0.7%,3%,-19%,1.2%,-0.1,92,
Cc1ccc(C)c(OCC(=O)N/N=C/c2c(C)nn(-c3ccccc3)c2Cl)c1,-0.2%,1%,2%,9%,/,/,5%,-1.6%,13,80,
CCCCn1nnnc1NCc1ccc(C)cc1,0.8%,1%,-11%,-15%,1.3%,1%,0%,-1.4%,-0.7,50,
Cc1ccc(-c2nnc(Nc3ccc4c(c3)OCO4)c3ccccc23)cc1S(=O)(=O)NCCO,0.2%,10%,-6%,22%,0.6%,0%,4%,-0.8%,-0.8,29,
COc1ccc2c(c1OC)C(=O)N1N=C(c3ccc(F)cc3)CC21 (configuration not stated),0.3%,-3%,1%,4%,0.8%,-2%,5%,0.0%,-1.3,94,
CC(C)(C)N=C1C([N+](=O)[O-])=CC=C2C1=NC1(CCCCC1)N2O,0.4%,-11%,30%,7%,-3.0%,15%,0%,8.3%,0.2,48,
CC(=O)Nc1ccc(S(=O)(=O)NC(CC(=O)NCCCN2CCOCC2)C(C)C)cc1 (configuration not stated),0.4%,4%,-10%,2%,1.4%,5%,6%,0.1%,0.5,62,
CC1(C)CC(=O)C=C(NC2CCCCCCC2)C1,-0.3%,4%,-1%,4%,-0.2%,3%,4%,-1.9%,-0.5,82,
CCCOc1ccccc1NC(=O)c1ccc([N+](=O)[O-])cc1,-0.3%,2%,-10%,2%,-0.7%,-5%,-15%,1.8%,0.6,39,
CNc1oc(/C=C/c2ccccc2)nc1C#N,0.0%,4%,3%,2%,2.9%,-5%,45%,-0.6%,-0.3,42,
O=C(COC(=O)CCC(=O)c1cccs1)Nc1ncc(Cl)cc1Cl,-0.5%,-3%,-17%,4%,2.2%,4%,8%,4.5%,0.7,32,
NS(=O)(=O)c1ccc(NC(=O)CSc2n[nH]c(=O)n2Cc2ccccc2)cc1,-0.4%,-5%,8%,11%,-0.1%,0%,-3%,0.2%,0.6,55,
Cc1nn(Cc2c(Cl)cccc2Cl)c(C)c1NC(=O)Cn1nc([N+](=O)[O-])c(Cl)c1C,0.1%,9%,-7%,10%,3.8%,-4%,38%,1.6%,-1.4,37,
N=C1SCC(=O)N1c1ccccc1Cl,0.0%,-3%,-10%,-7%,3.0%[50 µM],-1%,11%,-0.2%,-1.6,38,
Cc1ccc(CNC(=O)c2sccc2-n2cccc2)cc1,0.2%,0%,-8%,3%,0.1%,-7%,-3%,1.8%,0.0,46,
COc1ccccc1C1CCN(c2ccc([N+](=O)[O-])c(OC)c2)CC1,-0.1%,0%,5%,7%,0.8%,-2%,-6%,-1.4%,1.6,37,
COC(=O)N/N=C\c1ccc(OC/C=C/c2ccccc2)cc1,-0.1%,8%,-11%,-1%,0.1%,-1%,9%,0.4%,1.2,64,
Cc1cc(NC(=O)/C=C/C(=O)N(CC(=O)NC2CCCC2)c2ccc(F)cc2)no1,0.0%,2%,16%,9%,0.3%,2%,7%,2.1%,-1.2,73,
COc1ccccc1Oc1c(C)oc2c(CN3CCN(C)CC3)c(O)ccc2c1=O,0.0%,2%,16%,11%,/,/,31%,3.5%,-0.4,37,

# Grouped by structure: the entries above containing a nitro group on carbon.
SMILES,GPR55 beta-arrestin,Siah-1 displacement,GPR35 arrestin U2OS,GPR55 LPI antagonism,UTI89 phage lysis,NS5 inhibitors,AID2073,HIV fusion peptide,NTR1 agonist,NTR1 agonist cell count 20 µM,others
CC(C)(C)N=C1C([N+](=O)[O-])=CC=C2C1=NC1(CCCCC1)N2O,0.4%,-11%,30%,7%,-3.0%,15%,0%,8.3%,0.2,48,
CCCOc1ccccc1NC(=O)c1ccc([N+](=O)[O-])cc1,-0.3%,2%,-10%,2%,-0.7%,-5%,-15%,1.8%,0.6,39,
Cc1nn(Cc2c(Cl)cccc2Cl)c(C)c1NC(=O)Cn1nc([N+](=O)[O-])c(Cl)c1C,0.1%,9%,-7%,10%,3.8%,-4%,38%,1.6%,-1.4,37,
COc1ccccc1C1CCN(c2ccc([N+](=O)[O-])c(OC)c2)CC1,-0.1%,0%,5%,7%,0.8%,-2%,-6%,-1.4%,1.6,37,

# (continued)
SMILES,GPR55 beta-arrestin,Siah-1 displacement,GPR35 arrestin U2OS,GPR55 LPI antagonism,UTI89 phage lysis,NS5 inhibitors,AID2073,HIV fusion peptide,NTR1 agonist,NTR1 agonist cell count 20 µM,others
COc1ccc(CCN(C)C(=O)C23CC4CC(CC(Cl)(C4)C2)C3)cc1OC,-0.1%,2%,10%,8%,0.1%[50 µM],0%,9%,0.5%,1.1,80,
Cc1ccc(S(=O)(=O)Nc2ccsc2C#N)cc1,-0.1%,-1%,-6%,15%,0.3%,-16%,14%,2.7%,-0.4,94,
Cc1ccc(C)c(NC(=O)CCc2nnc3ccc(N4CCCCC4)nn23)c1,-0.2%,-5%,-2%,4%,0.1%,-8%,8%,-0.9%,-1.1,80,
Cc1ccc(-n2c(C)nn(CC3CC3)c2=O)cc1,0.9%,4%,-6%,6%,-0.2%,-3%,0%,2.3%,1.7,58,
COc1cccc(C(=O)N2CCCC(c3nc(-c4cccs4)no3)C2)c1 (configuration not stated),0.2%,4%,-5%,8%,4.4%,-12%,6%,0.6%,0.6,47,
Cc1cccc(-c2n[nH]c(=S)n2/N=C/c2ccc(C)s2)c1,-0.2%,-3%,14%,8%,1.4%[50 µM],3%,-21%,0.5%,2.9,40,
CSc1ccc(CCNC(=O)CCc2nnc3ccc(N4CCCCC4)nn23)cc1,0.3%,-1%,10%,0%,0.2%,-1%,14%,1.8%,3.1,54,
COc1ccc(OC)c(NC(=O)CCNS(=O)(=O)c2cccc3nonc23)c1,-0.2%,3%,8%,18%,0.3%,-2%,4%,-1.3%,-0.4,49,
Cc1ccc(Nc2nc(N)nc(CN3CCCCCC3)n2)c(C)c1,-0.1%,10%,-3%,10%,0.3%,-10%,-4%,0.3%,0.3,69,
Cc1cc2nc(-c3ccc[nH]c3=O)n(Cc3cccc(F)c3)c2cc1C,0.0%,1%,11%,8%,0.2%,-3%,26%,2.3%,1.4,78,
CC1CCN(CCCn2c(=S)[nH]c3c(sc4ccccc43)c2=O)CC1,-0.3%,2%,-3%,-8%,0.0%,-5%,-3%,-1.4%,0.9,50,
Nc1c(C(=O)NCCc2ccccc2)nnn1Cc1ccccc1,-0.5%,-5%,-14%,-8%,0.2%,3%,3%,-1.3%,1.5,83,
Cc1ccc(C)c(N(CC(=O)NC(C)(C)C)C(=O)CNC(=O)c2cccs2)c1,0.2%,2%,10%,7%,1.4%,2%,14%,-1.1%,0.4,53,
Cc1cc(C(=O)CN2CCCC2)c(C)n1-c1ccc(Cl)cc1,-0.4%,10%,-7%,9%,0.4%,-6%,9%,-0.8%,0.1,60,
Cc1ccn2cc(CCNC(=O)C3CC=CCC3C(=O)O)nc2c1 (configuration not stated),-0.1%,-3%,1%,4%,0.0%,-1%,4%,-0.2%,-0.2,79,
CCNC(=O)Oc1ccc(-c2csnn2)cc1,-0.6%,13%,-5%,-7%,-0.4%,-4%,-7%,0.1%,-0.1,63,
CCn1c(=O)c2c3c(sc2n2c(=S)[nH]nc12)CCC3,-0.1%,2%,-5%,-5%,0.6%,-4%,6%,-3.2%,2.4,55,
O=C(CN(Cc1ccc(Cl)cc1)C(=O)CNS(=O)(=O)c1ccccc1)NCC1CCCO1 (configuration not stated),-0.2%,-4%,4%,2%,0.0%,-4%,7%,-0.9%,-0.6,56,
CCN(CC)S(=O)(=O)c1cc(-c2nnc(-c3ccc(Br)cc3)o2)ccc1Br,0.0%,2%,-10%,5%,0.4%,5%,0%,2.1%,0.0,36,
CCCCN(C(=O)c1cccc(S(=O)(=O)N2CCN(Cc3ccccc3)CC2)c1)c1ccccc1,-0.1%,0%,-1%,9%,0.3%[50 µM],6%,8%,-0.9%,4.4,68,
Cc1ccccc1NC(=S)N(C)Cc1cn(C)c2ccccc12,-0.6%,7%,14%,6%,-0.4%,-1%,-14%,-1.8%,-0.3,73,
CC1CCN(C(=O)C2CCCN(S(=O)(=O)c3ccc4c(c3)CC(C)N4C(=O)C3CC3)C2)CC1 (configuration not stated),-0.1%,3%,-15%,-11%,-2.5%,-5%,4%,0.0%,1.9,60,
N=C1C(c2nc3ccccc3c(=O)[nH]2)=C(O)CN1CCO,-0.1%,-4%,-1%,-8%,0.0%,-4%,-4%,-0.5%,1.0,86,
COc1cc2c(cc1OC)CN(Cc1ccc(C)s1)CC2,0.2%,5%,0%,-1%,0.7%,-2%,-3%,-2.1%,-0.1,38,

# Quoted at random: 2 entries already listed
SMILES,GPR55 beta-arrestin,Siah-1 displacement,GPR35 arrestin U2OS,GPR55 LPI antagonism,UTI89 phage lysis,NS5 inhibitors,AID2073,HIV fusion peptide,NTR1 agonist,NTR1 agonist cell count 20 µM,others
Cc1ccn2cc(CCNC(=O)C3CC=CCC3C(=O)O)nc2c1 (configuration not stated),-0.1%,-3%,1%,4%,0.0%,-1%,4%,-0.2%,-0.2,79,
CC1CCN(C(=O)C2CCCN(S(=O)(=O)c3ccc4c(c3)CC(C)N4C(=O)C3CC3)C2)CC1 (configuration not stated),-0.1%,3%,-15%,-11%,-2.5%,-5%,4%,0.0%,1.9,60,
